# DRD3 agonist: activates the human D3 dopamine receptor | P35462 | D3R DiscoveRx beta-arrestin cells, luminescence, 90 min | max activation, % | 410,000 tested, 0.58% active | AID 652048; in the data active means max activation above about 30%; further: 0% is about no effect; mostly tested at two doses, the higher about 12 µM
# Target sequence (P35462 whole entry, looked up): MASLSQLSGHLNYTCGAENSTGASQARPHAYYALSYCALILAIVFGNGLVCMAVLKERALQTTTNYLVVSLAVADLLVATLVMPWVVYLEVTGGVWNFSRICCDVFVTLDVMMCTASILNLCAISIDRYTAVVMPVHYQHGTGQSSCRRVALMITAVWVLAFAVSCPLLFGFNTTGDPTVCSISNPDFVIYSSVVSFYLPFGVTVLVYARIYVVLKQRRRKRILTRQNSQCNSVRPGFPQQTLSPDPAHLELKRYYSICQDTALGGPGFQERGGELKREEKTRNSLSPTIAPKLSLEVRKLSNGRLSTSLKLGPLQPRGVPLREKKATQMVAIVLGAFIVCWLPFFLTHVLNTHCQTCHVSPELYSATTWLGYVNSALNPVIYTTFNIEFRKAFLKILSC
#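 Agonist mode: compounds and dopamine controls were applied to plated cells for 90 min at 37 degrees C after an overnight attachment at 1500 cells/well. Luminescent read-out followed 30 - 60 minutes at room temperature with DiscoveRx detection reagent.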
# D3 antag: blocks the human D3 dopamine receptor; P35462; D3R cells, DiscoveRx beta-arrestin luminescence, antagonist mode; stronger effect = lower value; max response, negative = inhibition, %; 360,000 tested, 2.5% active; in the data active means max response below about -50%; inconclusive means no clear call, values can overlap the other calls; further: on the % scale 0 is the no-effect control and ±100 the full control effect; mostly tested at two doses, the higher about 12 µM
#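 Cells expressing the human receptor were seeded at 1500 cells/well, incubated overnight at 37 degrees C in 5% CO2, then exposed to library compounds with dopamine controls for 90 minutes at 37 degrees C before luminescent detection.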
# aSyn yeast inh: inhibitors of alpha-synuclein toxicity in yeast; 370,000 tested, 0.14% active; Yeast expressing alpha-synuclein, growth rescue, BacTiter-Glo, 24 h; Potency, µM (series often up to 46.1 µM), without a hit: top-dose growth rescue (activation), hits mostly activators; further: potency means the concentration at half of the fitted maximal effect; % of control where 0% means no effect; nearly all actives have a fitted effect of over 65% in size
#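 Readout is rescue of growth in alpha-synuclein-expressing yeast, so inhibitors of toxicity appear as activators. Growth after 24 hr at 30 deg C in galactose medium is quantified by luminescence.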
# GLP1R inv ag: GLP-1 receptor (human) inverse agonism; P43220; HEK293 GLP-1R CRE-luciferase, luminescence, 24 h; GLP-1R form is constitutively active; Potency, µM (doses to about 38.3 µM), without a hit: at the top dose activity change, negative = inhibition, hits mostly inhibitors; 410,000 tested, 1.6% active; further: potency means the concentration at half of the fitted maximal effect; on the % scale 0 is the no-effect control and ±100 the full control effect; nearly all actives have a fitted effect of over 55% in size
# Target sequence (P43220 whole entry, looked up): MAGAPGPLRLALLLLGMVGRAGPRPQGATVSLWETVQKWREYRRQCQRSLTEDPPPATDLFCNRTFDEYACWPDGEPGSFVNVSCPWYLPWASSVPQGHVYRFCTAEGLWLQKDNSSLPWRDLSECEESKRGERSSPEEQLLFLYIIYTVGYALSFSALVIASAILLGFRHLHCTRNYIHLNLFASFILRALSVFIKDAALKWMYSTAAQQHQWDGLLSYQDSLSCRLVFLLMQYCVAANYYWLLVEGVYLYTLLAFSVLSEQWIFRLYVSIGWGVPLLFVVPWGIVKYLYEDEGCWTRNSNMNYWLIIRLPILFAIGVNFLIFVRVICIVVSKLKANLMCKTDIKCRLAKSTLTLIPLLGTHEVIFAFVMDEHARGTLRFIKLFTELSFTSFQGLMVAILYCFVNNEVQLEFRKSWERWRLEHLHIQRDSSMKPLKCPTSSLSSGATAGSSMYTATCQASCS
#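 Assay principle: reduced luminescence from a cAMP-responsive reporter in HEK293 cells co-expressing a constitutively active GLP-1R. Conditions: 24 hr compound incubation, 37 deg C, 5% CO2.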
# HEK293 tox: cytotoxicity in counter-screen for GLP-1R inverse agonists; HEK293 cAMP-luciferase reporter cells, luminescence, 24 h; Potency, µM (series often up to 38.3 µM), without a hit: top-dose activity change, negative = inhibition, usual class: inhibitors; 410,000 tested, 0.13% active;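 further: loss of luciferase light is scored as toxicity; potency means the concentration at half of the fitted maximal effect; on the % scale 0 is the no-effect control and ±100 the full control effect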
#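 Cells in DMEM/10% Nu serum/1% pen-strep, 1536-well format. Pre-incubated 12 h, dosed with 23 nL compound, incubated a further 24 h. Luciferase detection, 12 min at room temp, luminescence.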
# PTHR1 agonist: activates the human parathyroid hormone receptor PTHR1 | Potency, µM (doses to about 115 µM), for inactives: at the highest dose activation, usual class: activators | 410,000 tested, 0.075% active | HEK293 GP2 PTHR1 cells, GloSensor cAMP luminescence, 1 h; further: potency means the concentration at half of the fitted maximal effect; nearly all actives have a fitted effect of over 55% in size; some results filed as inactive show a strong effect at the top dose; inactives centre near -15; many of its hits are not listed in these tables
#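 HEK-293-derived GP2 cells expressing PTHR1 and a GloSensor cAMP reporter, 3,000/well, plated overnight, given luciferin plus IBMX (each 0.5 mM as added) for 1 h at 37 °C, then compound for 1 h at 37 °C. Luminescence was read after 15 min at room temperature.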
# KB-V1 cytotox: KB-V1 MDR subline cytotoxicity; KB-V1 MDR cells viability, CellTiter-Glo, 72 h; Potency, µM (series often up to 46.1 µM), without a hit: at the highest dose activity change, negative = cytotoxicity, hits mostly cytotoxic; 400,000 tested, 3.4% active; AID 1347076; further: potency means the concentration at half of the fitted maximal effect; on the % scale 0 is the no-effect control and ±100 the full control effect; nearly all actives have a fitted effect of over 60% in size
#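 KB-V1, DMEM (no phenol red) + 10% FBS; cpd pin-transferred, titration series; 72 h, 37 degrees C; CellTiter-Glo, luminescence. Data normalized, curve-fit.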
# TDP-43 yeast inh: TDP-43 toxicity inhibition in yeast; TDP-43 expressing yeast growth rescue, BacTiter-Glo, 24 h; Potency, µM (highest dose often 46.1 µM), without a hit: top-dose growth rescue (activation), usual class: activators; 410,000 tested, 1.8% active; further: potency means the concentration at half of the fitted maximal effect; % of control where 0% means no effect; nearly all actives have a fitted effect of over 50% in size
#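 Yeast expressing TDP-43 (pregrown in raffinose, seeded at OD600=0.02 in galactose medium) exposed to compounds 24 hr at 30 deg C. Growth read by BacTiter-Glo luminescence; rescue of toxicity appears as increased signal.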
# GLP1R ag: GLP-1 receptor (human) agonism | P43220 | HEK293 GLP-1R CRE-luciferase, luminescence, 4-6 h; cells express a hypersensitive GLP-1R form | Potency, µM (doses to about 45.6 µM), without a hit: top-dose activation, usual class: activators | 380,000 tested, 0.007% active | AID 624172; further: potency means the concentration at half of the fitted maximal effect; % of control where 0% means no effect
# Numbers without * were called inactive; i = inactive; ? = inconclusive; · = not tested or not shown; [ ] = remark or other dose. Unless noted, the call rests on the fitted dose curve; in most records, active means well fitted curve in the direction sought with a large enough effect; inconclusive means small, poorly fitted or top-dose-only effect, or another doubt; inactive means no such curve, though single readings can be large; an effect the other way counts as inactive or inconclusive. An excerpt; rates above refer to the full screens.
# The first 3 records as a preview:
SMILES,DRD3 agonist,D3 antag,aSyn yeast inh,GLP1R inv ag,HEK293 tox,PTHR1 agonist,KB-V1 cytotox,TDP-43 yeast inh,GLP1R ag
CCN(CC)C(CNC(=O)c1cc(=O)[nH]c2ccccc12)c1ccccc1Cl (stereo unspecified),12.1,19.8,-0.8%,12.4%,-4.6%,i,5.8%,-21.0%,12.1%
O=C(Nc1ccc(N2CCOCC2)cc1)Nc1ccc2nc(-c3ccco3)c(-c3ccco3)nc2c1,-24.5,-27.6,-7.2%,-28.4%,-19.3%,i,?,-12.4%,-1.1%
COc1cc(C(=O)Nc2ccccc2OCc2cc(=O)n3cc(C)sc3n2)cc(OC)c1OC,-1.5,·,·,6.3%,2.3%,-14.5%,?,1.5%,-0.3%

# This part in full, from the start:
SMILES,DRD3 agonist,D3 antag,aSyn yeast inh,GLP1R inv ag,HEK293 tox,PTHR1 agonist,KB-V1 cytotox,TDP-43 yeast inh,GLP1R ag
CCN(CC)C(CNC(=O)c1cc(=O)[nH]c2ccccc12)c1ccccc1Cl (stereo unspecified),12.1,19.8,-0.8%,12.4%,-4.6%,i,5.8%,-21.0%,12.1%
O=C(Nc1ccc(N2CCOCC2)cc1)Nc1ccc2nc(-c3ccco3)c(-c3ccco3)nc2c1,-24.5,-27.6,-7.2%,-28.4%,-19.3%,i,?,-12.4%,-1.1%
COc1cc(C(=O)Nc2ccccc2OCc2cc(=O)n3cc(C)sc3n2)cc(OC)c1OC,-1.5,·,·,6.3%,2.3%,-14.5%,?,1.5%,-0.3%
Cc1ccccc1NC(=O)c1c(C)oc2ccc(O)c(CN3CCCC(C)C3)c12 (stereo unspecified),-16.1,·,·,?,-4.3%,6.1%,?,11.9%,·
Cc1cc(C)cc(NC(=O)CN2C(=O)c3ccccc3C2=O)c1,6.0,6.5,14.2%,3.4%,-1.2%,i,?,10.7%,-1.8%
Cc1ccccc1Nc1nnc(SCC(=O)N(C)C2CCS(=O)(=O)C2)s1 (stereo unspecified),8.9,4.0,0.2%,-12.4%,2.4%,-46.5%[inhibitor],20.1%,5.8%,1.2%
CCCCC(c1nnnn1C1CCCC1)N1CCN(C2CCCC2)CC1 (stereo unspecified),-16.9,-3.5,-9.7%,-13.9%,-13.8%,i,9.4%,5.8%,-3.8%
O=C(CC12CC3CC(CC(C3)C1)C2)NCc1ccccc1,-12.4,5.7,11.8%,?,-1.0%,-1.9%,7.3%,-2.2%,2.7%
Cc1onc(-c2ccccc2Cl)c1C(=O)Oc1ccc(Cl)cc1Cl,1.6,·,·,14.9%,-27.7%,-33.6%[inhibitor],?,25.3%,·
CCc1ccc(/C=N\NC(=O)c2ccc(Br)o2)s1,-11.9,-11.1,-4.8%,?,?,-5.1%,18.4µM*,-7.4%,-3.0%
CCN(C[C@H]1N[C@@](Cc2ccccc2)(C(=O)OC)[C@H]2C(=O)N(Cc3ccccc3)C(=O)[C@@H]12)C(=O)Nc1ccc(F)cc1,-2.0,-6.2,5.1%,?,-11.1%,i,-14.1%,23.2%,2.5%
O=C(CSc1ccc2nc(-c3ccccc3)cn2n1)NCC1CCCO1 (stereo unspecified),0.1,-12.9,-1.9%,8.6%,-0.9%,-17.0%,-16.1%,10.1%,-1.2%
COCCNC(=S)N1CCC(Cc2ccccc2)CC1,0.1,24.3,5.0%,?,3.9%,-7.5%,6.6%,16.2%,4.5%
COCc1cc(N2CCCC2)nc(-c2ccccc2)n1,1.0,-10.1,-5.0%,5.1%,2.0%,-5.4%,-27.0%,5.4%,20.3%
Cc1ccc(NC(=O)COC(=O)Cc2c[nH]c3ccccc23)cc1F,-2.2,10.3,16.4%,-4.0%,-6.9%,-7.6%,23.9%,5.6%,6.4%
CCOc1ccc(NC(=O)CN(C)C(=O)C2CC(=O)N(c3ccc4c(c3)OCCO4)C2)cc1OCC (stereo unspecified),-2.4,-19.2,0.4%,45.1%[activator],-7.6%,i,1.2%,8.2%,-12.2%
COc1ccc(CCN2C(=O)CCC2(C)c2nnnn2-c2c(C)cccc2C)cc1OC (stereo unspecified),2.8,1.5,2.1%,27.9%,-0.2%,i,-4.2%,0.0%,11.6%
Cc1cccc(Nc2nc(N)nc(CSc3nccc(C)n3)n2)c1,-0.7,-2.9,-6.8%,141.4%[activator],0.5%,i,-29.4%,0.0%,?
O=C(NCc1ccccc1)C1CCCN(S(=O)(=O)c2ccc(F)cc2)C1 (stereo unspecified),2.8,1.2,0.5%,-7.9%,-6.3%,-8.3%,?,16.8%,-2.9%
CCc1nnc(NS(=O)(=O)c2ccc(NC(=O)c3cc(Cl)ccc3OC)cc2)s1,5.8,-9.2,3.8%,-0.3%,-20.2%,i,-2.1%,6.1%,-3.1%
Cc1ccc(-n2ncc3c(=O)n(-c4cccc(C)c4)c(=O)[nH]c32)cc1,4.2,-24.4,-0.1%,-3.6%,-13.5%,-19.4%,1.6%,12.4%,-2.7%
CNc1nc(C)c(C(=O)OCC(=O)OC)s1,1.1,13.9,1.6%,0.7%,1.1%,i,17.3%,19.9%,-1.0%
Cc1ccc(N(CC(C)C)S(=O)(=O)c2nnc(NC(=O)C(C)C)s2)cc1,12.1,·,·,12.1%,2.2%,-0.8%,·,14.4%,·
Cc1c(OCC(=O)NCc2ccccn2)ccc2c(-c3ccccc3)cc(=O)oc12,-4.5,9.0,-1.5%,4.2%,-3.4%,-47.4%[inhibitor],14.7%,0.0%,?
Nc1ccnn1Cc1ccc(Br)s1,0.6,8.6,-14.7%,5.5%,-1.8%,-11.2%,7.3%,-0.2%,6.4%
# Other entries follow:
SMILES,DRD3 agonist,D3 antag,aSyn yeast inh,GLP1R inv ag,HEK293 tox,PTHR1 agonist,KB-V1 cytotox,TDP-43 yeast inh,GLP1R ag
COC(=O)C1CCN(C(=O)COC(=O)CNC(=O)c2ccc(Cl)cc2Cl)CC1,-8.3,-15.2,-9.3%,7.3%,3.9%,?,-24.5%,-3.2%,-7.7%
C[C@@H]1CCCCO[C@@H](CN(C)C(=O)Cc2ccccc2)[C@@H](C)CN([C@H](C)CO)C(=O)c2cc(NC(=O)C3CCCCC3)ccc2O1,-4.4,15.0,1.0%,-6.6%,3.3%,-17.2%,8.0%,9.0%,-3.3%
O=C(NCCc1cn2cccnc2n1)C1CCC(=O)N(Cc2ccccc2F)C1 (stereo unspecified),6.0,0.0,1.3%,0.6%,4.5%,i,21.4%,3.3%,1.1%
COc1ccccc1-c1noc2c1C(=O)N(Cc1cn(-c3ccccc3OC)nn1)CC2,-2.2,-12.0,-5.8%,-6.9%,0.1%,-23.7%,-4.6%,5.7%,-1.4%
CCOc1ccccc1CNC(=O)CSc1n[nH]c(-c2ccccc2Cl)n1,-8.4,·,·,-17.7%,3.7%,-20.9%,-16.5%,21.4%,·
CNC(=S)NNC(=O)c1ccc(N(C)C)cc1,-3.4,2.0,0.7%,-17.9%,-3.6%,15.4%,11.6µM*,-22.4%,0.2%
CC(C)(C)c1ccc(C(=O)N2CCC2(C)C(=O)Nc2cccc3ccccc23)cc1 (stereo unspecified),2.9,0.0,11.5%,?,-3.5%,-19.9%,3.8%,1.0%,4.6%
COc1ccccc1N1CCN(C(=O)C2CCN(S(=O)(=O)c3c(C)noc3/C=C/c3ccc(C)cc3)CC2)CC1,-6.0,·,·,?,-0.9%,i,0.0%,4.0%,-1.9%
Cn1c(CO)cnc1-c1ccccc1,-3.4,-1.0,-2.1%,6.2%,4.9%,-4.0%,-1.0%,2.7%,-3.1%
CC(OC(=O)C1=Cc2ccccc2OC1)C(=O)NCC1CCCO1 (stereo unspecified),0.9,6.7,5.9%,-8.2%,1.7%,i,20.1%,-25.6%,3.5%
COc1ccccc1CNc1ccc2c(c1)CCC2,-3.1,-7.5,-1.7%,5.5%,-9.1%,-10.9%,-12.0%,-9.3%,14.6%
CC(C)[C@H]1COCCS(=O)(=O)N1Cc1ccccc1-c1ccc(C(C)(C)C)cc1,-20.0,-0.2,-1.4%,?,12.2%,-43.5%,-0.1%,-12.5%,-3.6%
Cc1ccccc1-n1c(SCC(=O)NCc2cccs2)nnc1-c1ccncc1,-12.7,18.8,-19.8%,-7.5%,-2.5%,i,?,-19.1%,7.4%
c1cnc(Oc2ccc3oc4ccccc4c3c2)nc1,-1.2,-10.7,-1.5%,13.9%,7.2%,-8.1%,-9.1%,19.3%,23.3%
CC(C)c1nnc(NC(=O)CCN2C(=O)c3ccccc3C2=O)s1,14.5,6.9,1.0%,-0.8%,-15.9%,-12.8%[57.5 µM],5.5%,-13.1%,0.0%
COc1ccc(/C=C/c2ccc3cccc(O)c3n2)cc1Br,-15.1,?,2.9%,14.6%,-10.5%,-14.1%,-3.8%,?,0.3%
C[C@@H]1CN([C@@H](C)CO)C(=O)CCCn2cc(nn2)CO[C@H]1CN(C)S(=O)(=O)c1cccs1,1.1,2.6,-2.7%,5.3%,-1.6%,-11.9%,26.1%,0.0%,0.1%
O=C(CN1C(=O)NC2(CCCC2)C1=O)Nc1nc2ccccc2s1,-17.9,-4.5,-1.2%,?,11.7%,i,4.4%,-24.8%,0.1%
Cc1ccc(-c2noc(CN(C(=O)c3ccc(C(C)(C)C)cc3)C(C)C)n2)cc1,-1.4,·,·,5.7%,2.6%,-17.2%,2.7%,19.5%,-0.7%
CC(=O)Nc1ccc(NC(=O)C(C)OC(=O)C2CCN(S(=O)(=O)c3cccs3)CC2)cc1 (stereo unspecified),5.4,-1.1,10.6%,50.3%[activator],8.8%,-9.8%,4.3%,0.8%,2.6%
S=C(c1ccc2c(c1)OCO2)N1CCCCC1,-0.9,-11.4,-3.5%,?,0.6%,-10.2%[57.5 µM],16.7%,-1.5%,6.4%
COc1ccc(NC(=O)COC(=O)C2=COCCO2)cc1OC,-8.4,-13.2,0.5%,1.8%,0.3%,1.6%,4.4%,-21.5%,-4.5%

# High-throughput results from PubChem.
